Bioassay records from PubChem BioAssay.
APJ agonist – agonists of human APJ apelin receptor; activation, % at 20 µM; 330,000 compounds, 0.11% hits; CHO-K1 APJ PathHunter beta-arrestin, luminescence; 0% DMSO wells, 100% apelin; P35414; AID 2520;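 active = activation more than six SD over the plate average, tested at 20 µM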;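 note: 0% = DMSO alone and 100% = apelin-13 at 10 nM; some results filed as inactive read as strong as hits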
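Material: engineered CHO-K1 APJ arrestin reporter cells; amount: 1000 CHO-K1 reporter cells seeded per well; incubation: compound stimulation 90 min at 25 °C, detection 60 min; signal: luminescent beta-gal fragment complementation, chemiluminescent substrate; read-out basis: APJ agonist activity; controls: DMSO-only wells as negative, 10 nM Apelin-13 as positive control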
Mdm2-MdmX inh – inhibitors of human Mdm2/MdmX interaction; 330,000 compounds, 3% hits; inhibition, % at 8 µM; SaOS-2 split-luciferase Mdm2/MdmX complementation, luminescence; AID 485346; O15151+Q00987;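 active = inhibition of at least 50% at 8 µM in the primary screen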
APJ antag – APJ receptor antagonism; P35414; CHO-K1 APJ beta-arrestin complementation, luminescence; inhibition, % at 20 µM; 330,000 compounds, 0.32% hits;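 active = inhibition above about 40% at 20 µM, limit read from the data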;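 note: cells challenged with 10 nM apelin-13 agonist together with compound; plate controls were apelin-13 plus DMSO wells for no effect and DMSO wells lacking apelin-13 for full effect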
CCR6 antagonist – blocks CCL20-driven beta-arrestin recruitment at human CCR6; inhibition, % at 20 µM; P51684; CHO-K1 CCR6 PathHunter beta-arrestin, luminescence, CCL20-stimulated; AID 493098; 340,000 compounds, 0.49% hits;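 active = compounds whose inhibition of the agonist-driven luminescence signal at 20 µM reaches about 50%, limit read from the data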;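 note: cells stimulated with CCL20 at 14 nM final; plate controls were DMSO with CCL20 for no effect and DMSO without agonist for full effect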
Target sequence (P51684 whole entry, looked up): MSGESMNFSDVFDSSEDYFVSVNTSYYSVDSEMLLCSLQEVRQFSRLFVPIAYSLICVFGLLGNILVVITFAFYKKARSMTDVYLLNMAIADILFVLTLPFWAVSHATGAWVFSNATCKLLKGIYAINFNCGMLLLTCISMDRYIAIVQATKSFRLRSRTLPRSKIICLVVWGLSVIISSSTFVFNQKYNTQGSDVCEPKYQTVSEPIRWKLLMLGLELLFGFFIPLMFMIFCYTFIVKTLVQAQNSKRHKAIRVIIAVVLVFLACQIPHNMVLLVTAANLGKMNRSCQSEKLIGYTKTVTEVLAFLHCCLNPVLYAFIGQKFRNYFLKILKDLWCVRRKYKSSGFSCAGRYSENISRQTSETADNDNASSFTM
EBI2 block – blocks human EBI2 receptor beta-arrestin signaling. P32249. inhibition, % at 5 µM. EBI2 beta-arrestin recruitment, luminescence, 7a,25-OHC stimulated. 360,000 compounds, 0.81% hits; in the data active = inhibition above about 38%;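 note: enzyme fragment complementation signal reports receptor beta-arrestin coupling in cells; 0% = agonist plus DMSO wells and 100% = wells without agonist; some results beyond the cut were filed as inactive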
Target sequence (P32249 whole entry, looked up, the tested form may be a part): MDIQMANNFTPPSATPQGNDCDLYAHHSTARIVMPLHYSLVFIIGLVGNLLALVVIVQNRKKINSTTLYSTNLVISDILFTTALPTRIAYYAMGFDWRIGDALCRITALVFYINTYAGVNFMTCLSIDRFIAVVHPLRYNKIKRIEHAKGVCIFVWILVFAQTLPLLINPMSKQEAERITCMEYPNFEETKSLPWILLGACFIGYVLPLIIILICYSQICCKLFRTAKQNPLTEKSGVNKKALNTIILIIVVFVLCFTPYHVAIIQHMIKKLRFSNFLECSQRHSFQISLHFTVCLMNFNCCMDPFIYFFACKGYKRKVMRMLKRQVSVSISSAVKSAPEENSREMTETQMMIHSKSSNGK
CXCR6 block – inhibitors of human CXCR6 receptor; inhibition, % at 20 µM; 360,000 compounds, 0.36% hits; CHO-K1 PathHunter CXCR6 beta-arrestin, luminescence; in the data active = inhibition above about 34%, passing the limit was not always enough;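 note: antagonist mode with CXCL16 agonist at 10 nM final; 0% = 10 nM CXCL16 with DMSO and 100% = unstimulated wells without agonist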
UPR CHOP act – activators of apoptotic arm of unfolded protein response (CHOP) | CHO-CHOP luciferase reporter, UPR activation, luminescence; percent of tunicamycin response over DMSO baseline | activation, % at 10 µM | 330,000 compounds, 0.34% hits;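 active = at 10 µM dose, activation of 40% or more, normalized to positive control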;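 note: 100% = tunicamycin at 10 µg/mL and 0% = DMSO alone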
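Test system: CHO-CHOP cells, stable luciferase reporter of PERK-eIF2a-CHOP signalling | Quantity: 500 CHO-CHOP cells per well | Buffer or medium: F12 plus 10% serum | Compound dosing: 10 µM single point, 0.5% DMSO | Schedule: 6 h compound treatment, 37 °C | Signal: Luciferase luminescence | Control set: Tunicamycin high control, DMSO low control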
XBP1 UPR activ – adaptive UPR (XBP1) activation; 330,000 compounds, 0.33% hits; CHO-XBP1 luciferase reporter, IRE1-XBP1 UPR activation, luminescence; percent of tunicamycin response, DMSO as zero; activation, % at 20 µM;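 active = versus positive control, 20 µM dose yields 30% or more activation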;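 note: 100% = tunicamycin at 10 µg/mL and 0% = DMSO only wells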
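Material – CHO cell line with stable XBP1 luciferase reporter · Buffer or medium – F12 plus 10% FBS · Compound – single point, 20 µM final compound, 1% DMSO · Schedule – 16-18 h cell attachment at 37 °C, then 6 h compound exposure · Signal – Steady-Glo luminescence read · Benchmarks – high control tunicamycin 10 µg/mL final, low control DMSO vehicle only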
tim23-1 inh – growth inhibitors of tim23-1 mutant yeast; AID 463212; S. cerevisiae tim23-1 growth, BacTiter-Glo luminescence, 24 h; 330,000 compounds, 1.3% hits; inhibition, % at 20 µM;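 active = growth inhibition of the mutant yeast at or above 50%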;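 note: temperature-sensitive mutant grown at 25 °C; plate controls were DMSO-treated mutant yeast for no effect and medium wells lacking yeast for full effect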
Numbers without * were called inactive. An excerpt; count on the stated rates, not on these rows.

Every second line gives: APJ agonist	Mdm2-MdmX inh	APJ antag	CCR6 antagonist	EBI2 block	CXCR6 block	UPR CHOP act	XBP1 UPR activ	tim23-1 inh
> CC(OC(=O)c1nn(C)c(=O)c2ccccc12)C(=O)NCc1ccc2c(c1)OCO2 (configuration not stated)
 : -1	5	-4	15	-2	1	-0.2	-2	14
> O=C(CP(=O)(c1ccccc1)c1ccccc1)N1CCCCC1
 : -4	6	1	3	7	6	-0.1	-1	4
> Cc1cccc(-c2nnn(C/C(N)=N/O)n2)c1
 : -3	25	8	8	0	3	1.4	-2	10
> Nc1c2c(nc3sc4c(c13)CCCC4)-c1ccccc1CC2
 : -2	-37	-9	11	11	-2	4.3	3	23
> Cc1oc2cc3oc(=O)ccc3cc2c1C
 : 1	15	8	8	5	-6	3.3	4	33
> COc1ccccc1C(=O)NNC(=O)C(=O)NC1CCCCC1
 : -1	3	11	16	1	2	1.0	4	-19
> Cc1ccc(-c2noc(CN(C(=O)CCN3C(=O)c4ccccc4C3=O)C(C)C)n2)cc1
 : -7	16	0	-7	1	6	-0.8	-2	32
> COc1ccc(OC)c(C(=O)c2ccc(C(=O)Nc3cccc4ccccc34)cc2)c1
 : -1	20	-19	5	4	-5	-2.9	-1	-10
> Cc1cccc(NC(=O)CN2C(=O)N/C(=C\c3cccn3-c3cccc(C(=O)O)c3)C2=O)c1
 : -2	-22	-1	10	-2	13	1.7	-1	11
> C=CCn1c(SCC(=O)NCC2CCCO2)nc2sc(CC)cc2c1=O (configuration not stated)
 : -3	1	2	4	-2	0	0.0	-1	-2
> COC(=O)[C@@H](NC(=O)Nc1ccccc1F)C(C)C
 : -5	11	15	-28	-4	-1	-1.6	-3	-1
> COc1cc2cc(CN(C(=O)NC3CCCCC3)C3CCCC3)c(=O)[nH]c2cc1OC
 : -4	5	-15	-13	7	8	-3.7	-2	3
> CCSc1nc2c(c(=O)[nH]1)C(c1ccncc1)C(C(=O)OC)=C(C)N2 (configuration not stated)
 : -2	14	0	3	-6	2	-1.3	2	3
> Cn1c(SCc2ccccn2)nnc1-c1ccccc1
 : 0	7	12	9	-6	-2	1.5	-1	9
> CSc1nc(C)c2c(n1)N(c1ccc(C(C)C)cc1)CC2
 : -1	2	4	13	18	-1	4.2	10	23
> CCOC(=O)C[C@H]1c2ccc(C(F)(F)F)cc2S(=O)(=O)N1c1cccc(OC)c1
 : -3	28	-47	7	4	-1	1.6	2	26
> C/C=C(\C)CN1CCN(c2ccc(C)cc2)CC1
 : -3	8	10	6	-7	-5	-0.2	-4	1
> OC(CN1CCCCC1)CN1CCCCC1
 : 1	-8	5	-2	-17	0	0.9	-1	-4
> O=C(CCCN=C1NS(=O)(=O)c2ccccc21)OCC(=O)N1CCc2ccccc21
 : -2	-10	9	-14	-1	-7	1.8	-2	-3
> COc1ccccc1-c1nc(SCC(=O)Nc2ccccc2)n[nH]1
 : -4	-4	-8	15	-4	-3	0.2	-4	3

3 compounds from above, arranged by length of the SMILES, largest number first.
Every second line gives: APJ agonist	Mdm2-MdmX inh	APJ antag	CCR6 antagonist	EBI2 block	CXCR6 block	UPR CHOP act	XBP1 UPR activ	tim23-1 inh
> CCOC(=O)C[C@H]1c2ccc(C(F)(F)F)cc2S(=O)(=O)N1c1cccc(OC)c1
 : -3	28	-47	7	4	-1	1.6	2	26
> CCSc1nc2c(c(=O)[nH]1)C(c1ccncc1)C(C(=O)OC)=C(C)N2 (configuration not stated)
 : -2	14	0	3	-6	2	-1.3	2	3
> Cc1cccc(-c2nnn(C/C(N)=N/O)n2)c1
 : -3	25	8	8	0	3	1.4	-2	10

Remaining list, next part:
Every second line gives: APJ agonist	Mdm2-MdmX inh	APJ antag	CCR6 antagonist	EBI2 block	CXCR6 block	UPR CHOP act	XBP1 UPR activ	tim23-1 inh
> COc1cccc(CN(C)C(=O)c2cc(S(=O)(=O)N3CCCC3)ccc2C)c1OC
 : -1	22	-16	-4	-2	-1	-0.7	0	19
> S=C(NCCC1=CCCCC1)Nc1ccccc1
 : -1	-21	-32	26	-2	-7	3.2	1	28
> COC(=O)N/N=C/c1cn(CCOc2cccc(OC)c2)c2ccccc12
 : -1	14	7	12	0	-4	-0.5	-1	20
> COCCNC(=O)C(c1ccc(C)o1)N(Cc1ccccc1)C(=O)Cn1nnc2ccccc21 (configuration not stated)
 : -1	0	-7	5	-1	-4	-0.5	-1	9
> CNC(=O)c1cc2c(ccc3ccccc32)o1
 : -3	-13	-5	15	-3	-11	1.3	4	37
> Cc1nc(S/C(C(=O)O)=C2/C(=O)Nc3ccccc32)n[nH]1
 : -3	17	28	36	-3	27	-0.8	-2	41
> O=C(CCC(=O)c1ccc[nH]1)c1ccc(Cl)cc1
 : 0	-86	7	2	-5	-8	1.2	2	-1
> Cc1cccc(C(C)C)c1NC(=O)c1cc2ccccc2o1
 : -2	5	-17	18	-1	-4	0.0	-1	41
> CC1=Nc2ccc(Br)cc2C(c2ccccc2)N1CC(=O)NN (configuration not stated)
 : -4	21	1	0	-3	0	-2.0	-5	0
> Cc1cccc(C(=O)NNC(=O)c2ccccc2[N+](=O)[O-])c1
 : -2	23	16	18	7	-6	0.4	-2	-5
> CCCc1nnc(SCC(=O)Nc2ccc(OC)cc2)n1N
 : 2	-6	-6	-11	-6	-15	-3.1	-3	-2
> COc1ccc(CCNC(=O)CCCCCN2C(=O)c3ccccc3C2=O)cc1
 : 14	-1	-6	7	8	-5	-2.3	-2	21
> COc1cccc(/C=N/NC(=O)CC(=O)NCCc2ccc(OC)c(OC)c2)c1
 : 0	22	10	-11	-9	-6	-3.1	-1	-7
> O=C(c1ccc(Cn2c(=S)[nH]c3cc4c(cc3c2=O)OCO4)cc1)N1CCN(c2ccccc2)CC1
 : 0	4	3	-6	11	-2	1.6	-3	12
> COc1ccc(CCNC(=O)COC(=O)/C=C/c2ccc(OC)c(OC)c2)cc1
 : -3	3	-18	2	20	-5	-1.7	-1	11
> Cc1ccc(C(=O)CSc2nc(C)cc(C)c2C(N)=O)cc1
 : -3	13	1	3	-3	-8	0.0	-3	15
> CC(=O)OC1CC(C)(C)N(OC(=O)c2ccc(N)cc2)C(C)(C)C1
 : -1	-11	7	-2	5	7	1.4	1	34
> Cn1c(=O)c2c(ncn2CCOc2cccc(Br)c2)n(C)c1=O
 : -4	10	-3	13	-20	-4	1.1	-1	34
> CCN(C(=O)COC(=O)c1cc2c(s1)CCCC2)c1c(N)n(Cc2ccccc2)c(=O)[nH]c1=O
 : -1	13	-4	-1	-4	-11	-0.6	-2	9
> Cc1nc2ccccn2c1-c1nnco1
 : 1	-4	-3	-1	0	6	1.0	1	-2
> Cc1ccc(C(=O)N2CCN(CCNC(=O)C(=O)NC(C)C)CC2)cc1
 : 0	1	-7	-5	0	6	-0.3	-1	6
> Brc1ccc(CSc2nnc(-c3ccccn3)n2Cc2ccco2)cc1
 : -2	44	2	12	20	-3	-0.6	6	37
> CCOC(=O)C1=C(N)OC2=C(C(=O)CC(C)(C)C2)C1c1cc(CSc2nnnn2C)cs1 (configuration not stated)
 : 3	-24	3	13	8	-4	1.1	-1	14
> COc1ccc(C)cc1S(=O)(=O)N1CCCC(C(=O)NCc2ccccn2)C1 (configuration not stated)
 : -1	-2	-17	10	-10	-10	1.5	-3	7
> Cc1ccc(S(=O)(=O)CC(=O)Nc2nnc(C(C)C)s2)cc1
 : 0	0	-22	5	-10	-2	-0.4	-5	16
> O=C(NCc1ccccc1)c1c(O)c2cccc3c2n(c1=O)CCC3
 : 0	0	1	2	3	2	-2.2	6	-4
> Fc1cccc(F)c1-c1nc(-c2ccncc2)no1
 : -2	-12	10	2	-3	-4	5.4	5	7
> CCOC(=O)c1sc(N)c(C(=O)OC)c1C
 : -2	-1	0	-8	-5	-3	2.3	-3	27
> COC(=O)c1sccc1NC(=O)CN1CCN(c2ccc(F)cc2)CC1
 : -3	15	17	-21	9	0	-0.9	-4	-13
> Cc1nc(NC(=O)c2ccc3c(c2)OCCO3)ccc1Br
 : -4	-145	-1	13	9	-4	2.4	0	25
> COc1ccc(CCNC(=O)CSc2nnc(-c3ccccc3)o2)cc1OC
 : 0	-1	-1	-2	-5	8	-1.6	-4	14
> O=C(CC1NC(=O)NC1=O)Nc1cccc2ccccc12 (configuration not stated)
 : -1	23	-7	-1	-1	-2	-1.3	-1	-2
> COc1ccc(/C(N)=N/OC(=O)CCC2CCCC2)cc1OC
 : 2	-7	-38	0	8	3	1.9	-5	20
> CC(=O)Nc1sc(C)c(C)c1C(=O)OCC(=O)Nc1ccccc1
 : -2	21	4	1	-4	-8	2.0	29	-4
> CCCn1c(SCC(=O)c2ccc(OC)c(OC)c2)nc2c1c(=O)n(C)c(=O)n2C
 : 1	13	15	-6	7	9	-0.3	6	12
> Cc1onc(-c2ccccc2)c1-c1nnc(-c2ccccc2C(F)(F)F)o1
 : -3	26	10	1	4	10	-1.8	-2	32
> COc1ccc(CNC(=O)Cn2cc([N+](=O)[O-])nc2C)cc1
 : 5	-11	14	1	-1	-7	1.6	0	0
> C/C(=N\NC(=O)c1nnn(-c2nonc2N)c1CN(C)c1ccccc1)c1cccs1
 : 2	-11	-13	-16	-1	-2	-1.2	-2	2
> COc1nc(OC/C(N)=N/O)nc(N2CCOCC2)n1
 : 3	-38	-10	0	-4	-4	-1.4	1	10
> Cc1cc(NC(=O)/C=C/C(=O)N(c2ccccc2C)C(C(=O)NC2CCCC2)c2ccc(F)cc2)no1 (configuration not stated)
 : 0	63*	-4	-6	0	8	4.4	-3	23

Whole records as entered above.
Shown for `Cc1cc(NC(=O)/C=C/C(=O)N(c2ccccc2C)C(C(=O)NC2CCCC2)c2ccc(F)cc2)no1` (configuration not stated) → APJ agonist: 0; Mdm2-MdmX inh: 63*; APJ antag: -4; CCR6 antagonist: -6; EBI2 block: 0; CXCR6 block: 8; UPR CHOP act: 4.4; XBP1 UPR activ: -3; tim23-1 inh: 23
Shown for `Cc1ccc(C(=O)N2CCN(CCNC(=O)C(=O)NC(C)C)CC2)cc1` → APJ agonist: 0; Mdm2-MdmX inh: 1; APJ antag: -7; CCR6 antagonist: -5; EBI2 block: 0; CXCR6 block: 6; UPR CHOP act: -0.3; XBP1 UPR activ: -1; tim23-1 inh: 6
